Insulin prom up – insulin promoter activators in MIN6 cells, imaging, high-content screening, mouse beta cells; MIN6 insulin promoter-GFP reporter; hits give high values; z-score at 5 µM; actives 0.3% (n = 190,000); AID 1625, 2009;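 active means z-score above 3 at 5 µM with at least 500 cells counted in the well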
Autophagy mod – autophagy modulators in MEF cells, primary screen, imaging, high-content, MEF GFP-LC3; MEF GFP-LC3 puncta imaging; test concentration mostly 10 µM; calls only at 10 µM (by protocol); actives 0.98% (n = 190,000); AID 463193, 2010;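 active means percentage of spot-positive cells more than 3 SD above its plate mean, without a fluorescence outlier flag or 80% toxicity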;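 further: spot-positive cell cutoff set from DMSO-treated cells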
P. falciparum M17LAP – P. falciparum M17LAP inhibitors, primary screen, biochemical, fluorogenic H-Leu-NHMec substrate, 1536-well (AID 1619); recombinant M17LAP, H-Leu-NHMec fluorogenic kinetic assay; higher % means a stronger effect; inhibition, % at 30 µM; hits with a dose series show IC50 in µM; actives 0.38% (n = 220,000);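 active means compound inhibiting the enzyme by more than half at any dose during confirmatory dose-response retesting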;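 further: plate controls were full reaction with DMSO carrier for no effect and no enzyme background for full effect; strong numbers were not always called active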
M1AAP inhibition – P. falciparum M1AAP inhibitors, biochemical, fluorogenic H-Leu-NHMec substrate, 1536-well (AID 1445). Aminopeptidase N (Plasmodium falciparum (isolate 3D7)). recombinant M1AAP, H-Leu-NHMec fluorogenic kinetic assay; higher % means a stronger effect. inhibition, % at 30 µM, or IC50 in µM where a hit was titrated. actives 0.42% (n = 220,000);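 active means primary inhibition above the hit cutoff, then over 50% inhibition at one or more dose response concentrations, cut at about 23% in these data, passing the limit was not always enough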;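 further: plate controls were DMSO full reaction for no effect and no enzyme background for full effect; strong numbers were not always called active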
Dynein cargo inh – inhibitors of GR-EGFP nuclear translocation, primary screen, dynein cargo transport inhibitor project, imaging, high-content, 3617.4 mouse cells. actives 0.47% (n = 220,000). z-score, hits read low. test concentration mostly 20 µM; stimulated with dexamethasone, 1 µM; hits give low values;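 active means plate z-score of nuclear minus cytoplasmic receptor signal below a set negative limit, without overly bright fluorescence or cell loss, cut at about -3.5 in these data, passing the limit was not always enough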;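 further: z-score of nuclear minus cytoplasmic ring GR-EGFP intensity difference per well; some compounds called inactive have numbers as strong as hits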
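Medium: Induction medium lacking tetracycline, stripped serum | Probe or stimulus: 1.0 µM final dexamethasone stimulus | Schedule: 48 h induction, then 1 h compound, then 30 min agonist, 37 °C | Signal: Automated 10x imaging of fixed Hoechst-stained cells | Evaluation: Per-cell GR-EGFP intensity, nucleus versus surrounding cytoplasmic ring, well-averaged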
CSM14.1 death rescue – rescue of cells from ER stress-induced death, primary screen, 384-well, CSM14.1, thapsigargin, ATP luminescence (AID 1222); one-dose cellular ATP content (survival), % at 20 µM; EC50 in µM for titrated hits; CSM14.1 thapsigargin-induced death rescue, ATP luminescence; higher % means a stronger effect; 190,000 tested, under 10 active;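 active means EC50 below 50 µM in the dose-response confirmation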;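 further: death triggered by thapsigargin at about 15 µM added after 2 h compound pretreatment; cell ATP read after overnight thapsigargin exposure of roughly 18 to 22 hours; normalized against plate controls of thapsigargin alone and 5% DMSO vehicle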
Yfh1-off respiration – enhancers of respiration in Yfh1-depleted yeast, dose response, Friedreich's ataxia, plus single-dose screen (AID 1465); S. cerevisiae Yfh1-off respiration, WST-1 reduction, 72 h; higher fold induction means a stronger effect; fold induction at 50 µM; hits with a dose series show EC50 in µM; actives 0.074% (n = 220,000);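 active means fold induction of absorbance versus untreated yeast above a set limit, then at least 30% activation at any dose in follow-up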;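 further: activators that raise dye reduction in frataxin-depleted yeast; strong numbers were not always called active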
Hep lipid drop – inhibitors of hepatocyte lipid droplet formation, primary screen, imaging, high-throughput imaging, BODIPY stain; inhibition, % at 6.5 µM; AML12 mouse hepatocytes, oleate lipid droplets; AID 1656, 2009; actives 0.4% (n = 240,000);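 active means lipid droplet intensity inhibited by at least 50%, with more than 500 cells counted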
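Assay system: AML12 hepatocytes (mouse) / Also added: 100 µM oleic acid challenge / Times: overnight treatment with compound plus oleate / Detection: high-content imaging of BODIPY-stained droplets and DAPI nuclei / Evaluation: % inhibition of lipid droplet signal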
MT stabilizer – microtubule stabilizers in HeLa cells, primary screen, imaging, high-content imaging; actives 0.83% (n = 200,000); % tubulin-high responders, % at 10 µM; HeLa tubulin immunostaining HCS, 24 h; share of cells brighter than vehicle mean+2SD;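 active means plate Z-score above 3 for both tubulin-high and condensed-nucleus cell shares, with cell loss under 80%, at 10 µM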;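 further: anti alpha tubulin signal scored within the nucleus-defined area of each cell; some results filed as inactive read as strong as hits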
Dynein cargo inh cytoplasmic EGFP – recorded beside Dynein cargo inh, whose call it bears; z-score; measured here: cytoplasmic GR-EGFP intensity; hits give high values
Dynein cargo inh nuclear GR-EGFP – also measured in Dynein cargo inh; calls as there; z-score; measured here: nuclear GR-EGFP intensity;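 lower value marks the stronger effect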
Dynein cargo inh cell count – second read-out of Dynein cargo inh, no call of its own (marks repeat the call); z-score; measured here: cell count per field
Insulin prom up cell count – second read-out of Insulin prom up, no call of its own (marks repeat the call); cell count; measured here: cytotoxicity, nuclei count;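 total cells summed across four imaged fields per well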
Hep lipid drop cells 6.5 µM – second read-out of Hep lipid drop, no call of its own (marks repeat the call); cell count; measured here: cell count, cytotoxicity flag;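 cells counted across two imaged fields per well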
MT stabilizer Hoechst-high % – further read-out of MT stabilizer, marked with its call; % Hoechst-high responders; measured here: nuclear condensation Hoechst responders;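 share of cells brighter than vehicle mean plus two SD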
MT stabilizer cytotoxicity % – second read-out of MT stabilizer, no call of its own (marks repeat the call); toxicity, %; measured here: cytotoxicity by cell density;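 0% = mean cell density of plate MIN control wells and 100% = no cells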
Autophagy mod cell loss 18 h – second read-out of Autophagy mod, no call of its own (marks repeat the call); toxicity, %; measured here: cell loss, nuclei count;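 cell loss after 18 h compound exposure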
* marks the source's active call; other numbers are inactive results; i = inactive; x = not tested or not shown.

canonical_smiles	Insulin prom up	Insulin prom up cell count	Autophagy mod	Autophagy mod cell loss 18 h	P. falciparum M17LAP	M1AAP inhibition	Dynein cargo inh	Dynein cargo inh cytoplasmic EGFP	Dynein cargo inh nuclear GR-EGFP	Dynein cargo inh cell count	CSM14.1 death rescue	Yfh1-off respiration	Hep lipid drop	Hep lipid drop cells 6.5 µM	MT stabilizer	MT stabilizer Hoechst-high %	MT stabilizer cytotoxicity %
CCn1cc(C(=O)O)c(=O)c2cc(Br)ccc21	0.33	894	i	2	7%	8%	0.19	-0.072	0.18	-0.6	-3.3%	i	16	753	1.4	2.2	1.9
CCO[C@@H]1OC(C(=O)O)=C[C@H](c2ccc(C(F)(F)F)cc2)[C@H]1CCCO	-0.12	1227	i	1	2%	10%	0.65	-0.33	0.61	-0.24	-0.6%	i	-2	686	3.3	1.4	6.2
O=C1CSC(c2cccc([N+](=O)[O-])c2)N1c1c(F)cccc1F (centres undefined)	-0.35	1124	i	0	8%	5%	0.9	-0.34	0.39	0.089	0.4%	i	-14	676	10*	20*	19*
Cc1ccccc1NC(=O)c1cccc(S(=O)(=O)Oc2ccc([N+](=O)[O-])cc2)c1	-0.06	1496	i	15	2%	0%	-0.54	-0.19	0.23	-1	-1.2%	i	x	x	2.7	1.5	2.6
CC(=O)/C(N=Nc1ccc(-n2ccc(C(F)(F)F)n2)cc1)=C(\C)O	0.35	1063	x	x	-4%	4%	-0.2	-0.27	-0.17	0.38	x	i	-6	661	x	x	x
N#C/C(=C(/O)COC(=O)CCc1ccc(S(=O)(=O)N2CCOCC2)cc1)c1nc2ccccc2[nH]1	-0.14	1030	i	3	3%	2%	-1.1	0.021	-0.13	-0.017	2.4%	i	x	x	5.4	3.6	11
COc1ccc(C2CC(c3ccc(F)cc3)n3nc(NC(=O)c4ccco4)nc3N2)cc1 (centres undefined)	-0.64	1067	x	x	1%	4%	-0.25	-0.18	0.021	-0.042	x	i	-28	690	x	x	x
O=C(/C=C/c1ccccc1[N+](=O)[O-])N1CCN(c2ccc(F)cc2)CC1	0.19	1411	i	-1	-2%	11%	0.058	-0.25	0.16	-0.55	3.0%	i	4	573	3.6	0.9	5.7
Cc1ccc(N2C(=O)c3ccc(C(=O)NCCN4CCOCC4)cc3C2=O)cc1	0.6	1352	i	-39	2%	-3%	0.32	-0.19	0.68	-1.2	-0.6%	x	x	x	3.3	2.6	6.5
COCCCNC(=O)/C=C/c1cccc(Cl)c1	0.22	1592	i	2	0%	2%	-0.74	-0.16	-0.56	0.98	1.2%	i	x	x	1.4	2.0	8.0
O=C(Oc1ccc2c(c1)O/C(=C\c1ccncc1)C2=O)c1ccccc1	0.71	1575	i	-2	19%	20%	-2.1	-0.14	-0.76	0.49	-1.8%	i	-8	504	3.5	4.6	7.8
Cc1nc2c(-c3ccccc3)c(C)nn2c(C)c1CCC(=O)N1CCOCC1	-0.53	1155	i	24	2%	2%	1.2	-0.27	1	-0.74	-2.3%	i	x	x	4.8	3.6	8.4
CCOC(=O)CNC(=O)CSc1ncnc2c1cnn2-c1ccc(Cl)cc1	0.56	1192	i	31	-2%	14%	-0.19	-0.18	-0.14	0.038	1.3%	i	x	x	1.7	2.0	12
COc1ccc(NC(=O)NC(C(F)(F)F)C(F)(F)F)cc1	0.07	1249	i	6	-4%	1%	-0.043	-0.35	-0.021	0.15	-1.8%	i	-7	714	2.1	2.3	11
Cc1cccc2c(=O)n3c(nc12)CCCCC3	-0.25	839	i	-15	-3%	0%	-0.36	-0.12	-0.027	0.66	-0.5%	i	-9	757	1.7	1.5	7.5
C/C(=N\NS(C)(=O)=O)c1ccc(C)cc1	-1.2	886	i	-14	1%	-9%	-0.47	-0.09	0.041	0.71	-1.9%	i	6	808	0.8	0.8	3.4
Cc1ccc2c(c1)c1c(n2CC(O)CNC2CCCCC2)CCCC1 (centres undefined)	-2.2	746	i	7	0%	1%	-1.9	1.9	-0.74	-6.2	2.6%	i	23	626	36*	15*	34*
CCOC(=O)c1c(C)[nH]c(C(=O)NNC(=O)c2ccccc2)c1C	-0.28	1557	i	-2	13%	8%	-0.29	-0.05	-0.24	0.55	-2.4%	i	x	x	1.0	1.6	7.7
CC1(OC(=O)C2CCCC2)C(=O)C=C2C=C(c3ccsc3)N(C3CCCCC3)C=C2C1=O (centres undefined)	x	x	x	x	27%	9%	2	-0.7	1.1	-0.53	x	i	x	x	x	x	x
COc1ccc(C(=O)Nc2cc(Cl)ccc2C(=O)O)cc1	0.27	1417	i	14	2%	3%	2.6	-0.2	1.5	-1.3	-1.3%	i	-7	676	2.8	2.1	2.9
O=C(O)CCC(=O)Nc1ccc(Oc2ncnc3cc(Cl)ccc23)nc1	0.05	1038	x	x	4%	5%	0.061	-0.25	0.98	-0.077	x	i	19	631	x	x	x
COCCCNC(=O)CCCn1c(=O)c2ccccc2n(CC(=O)Nc2c(C)cc(C)cc2C)c1=O	0.55	1201	i	-14	-17%	9%	2.5	0.081	3.4	-2.4	-3.3%	i	-5	788	4.3	2.8	8.6
O=C(O)c1[nH]c2ccccc2c1CC(=O)N1CCOCC1	0.32	1566	i	7	24%	12%	-0.72	-0.032	0.16	0.47	-1.0%	i	x	x	5.6	2.9	5.9
COc1ccc(-c2[nH]c3ccccc3c2SCCNC(=O)c2cc3ccccc3oc2=O)cc1	-0.35	1263	i	1	13%	7%	-1.4	-0.25	0.11	0.5	8.1%	i	-10	751	2.5	1.8	5.1
CCOCCCN(C(=O)Nc1ccc(CC)cc1)C1CCN(C(C)=O)CC1	0.06	1271	i	-45	11%	3%	-0.47	-0.22	-0.0016	0.2	-2.3%	i	1	759	4.6	3.1	5.7
COc1ccc(CNC(=S)N/N=C(/C)c2ccccc2)cc1	-0.01	1039	x	x	10%	8%	-0.92	-0.19	-0.13	0.86	x	i	1	693	x	x	x
Cc1cccc(C(=O)N[C@H](C(=O)Nc2nc3ccc(S(C)(=O)=O)cc3s2)C(C)C)c1	-0.2	1470	i	5	-5%	3%	1.3	-0.28	1	-0.78	-2.3%	i	-1	573	1.9	3.7	5.6
CCOc1cc(C(=O)O)cc(Cl)c1OCC#N	0.04	1317	i	1	11%	4%	-0.83	-0.11	-0.58	0.93	x	i	-15	575	3.4	2.4	5.9
Cc1cccc(NC(=O)c2ccc(S(=O)(=O)C(F)F)cc2)c1C	-0.11	1245	i	22	1%	1%	0.25	-0.24	0.21	0.035	0.2%	i	24	670	2.3	2.7	8.8
O=C(Nc1ccccc1C(F)(F)F)c1ccc(F)c(S(=O)(=O)N2CCOCC2)c1	0.8	1308	i	-12	10%	3%	-0.26	-0.21	0.031	0.33	0.9%	i	x	x	2.7	2.7	3.5
Cc1ccnc(NS(=O)(=O)c2ccc(N=CC3=C(O)CC(C)(C)CC3=O)cc2)n1	-0.07	1304	i	-8	29%	19%	-0.13	0.27	-0.13	-0.22	x	i	-2	692	3.6	2.1	1.6
CC1CC(C)(C)Nc2ccc(OC(=O)c3ccco3)cc21 (centres undefined)	0.4	1552	i	3	10%	5%	-2.8	1.2	-1.1	1.1	-1.2%	i	x	x	2.4	1.9	1.2
c1ccc(-n2nnnc2SCc2cn3ccccc3n2)cc1	1.9	1302	i	20	1%	3%	0.32	-0.067	0.23	-0.11	2.0%	i	-12	675	4.2	2.4	5.1
COc1ccc(C2C(C#N)=C(N)OC3=C2C(=O)CCC3)cc1Cn1nc(C)c([N+](=O)[O-])c1C (centres undefined)	0.21	1840	i	-28	3%	0%	-0.24	-0.19	-0.4	-0.061	-0.2%	i	-3	670	3.4	2.1	4.1
COc1ccccc1NS(=O)(=O)c1cccc(C(=O)NN)c1	0.78	1437	i	-2	7%	0%	-1.1	-0.24	-0.31	1.1	-1.1%	i	x	x	2.3	1.8	6.1
O=C(c1cccnc1)N1CCN(S(=O)(=O)c2ccc(F)cc2)CC1	0.53	1458	i	2	9%	10%	-1	-0.0081	-0.67	1.3	-1.6%	i	-16	698	3.0	1.6	9.5
CN(C)S(=O)(=O)c1cccc(C(=O)Nc2ccccc2)c1	0.16	1440	i	-25	-2%	0%	-0.39	-0.27	-0.19	0.018	-1.8%	i	-12	672	3.1	1.9	8.0
O=C(N/N=C/c1ccc(O)cc1)c1ccc(NC(=O)c2ccccc2Br)cc1	-0.16	1467	i	-29	4%	14%	2	0.17	0.75	-1.2	-1.2%	i	x	x	2.0	1.0	0.4

Compound activity as filed in PubChem.
